Screening results (PubChem BioAssay)
NCI-60 one-dose screen, 48 h, at 10 µM unless noted. Numbers give growth in % (100 = growth as untreated, 0 = no growth, -100 = all killed).
HS 578T: HS 578T breast cancer; 4.1% of 78,000 active; AID 1794788
BT-549: BT-549 breast cancer; 4.4% of 78,000 active; AID 1794793
LOX IMVI: LOX IMVI melanoma. 7.4% of 79,000 active. AID 1794757
MCF7: MCF7 breast cancer | 6.3% of 82,000 active
SK-MEL-2: SK-MEL-2 melanoma. AID 1794763. 4.7% of 77,000 active
MDA-MB-231: MDA-MB-231 breast cancer; 5% of 81,000 active
MALME-3M: MALME-3M melanoma; 5.8% of 78,000 active
T-47D: T-47D breast cancer | 5% of 79,000 active | AID 1794792
Numbers without * were called inactive; . = not tested or not shown; & = joins results of further samples; [ ] = dose if it differs, or a comment. How the source made its calls: active means growth percent below 10; inactive means the rest.

no. | SMILES | SK-MEL-2 | LOX IMVI | MALME-3M | BT-549
1 | CC1(C)C(=O)/C(=C\c2ccco2)C[C@]2(C)[C@H]3C(=O)C=C4[C@@H]5C[C@@](C)(C(N)=O)CC[C@]5(C)CC[C@@]4(C)[C@]3(C)CC[C@@H]12 | 98 | 103 | 99 | 104
2 | CC1OCOC(CO)C(O)C1O (stereo unspecified) | 111 | 103 | 106 | 95
3 | COc1cc2c(cc1OC)C1=NN(C(=O)Nc3c(C)cccc3C)C(c3ccc(F)cc3)C1C2 (stereo unspecified) | 90 | 88 | 91 | 80
4 | OC1CNC(=S)NC1 | 106 | 103 | 95 | 92
5 | COC(=O)[C@@]1(O)C=Cc2nc3cccnc3c(=O)n21 | 108 | 95 | 91 | 110
6 | N#Cc1c(N)nc2c(c(-c3ccc(Cl)cc3)nn2-c2ccccc2)c1C#N | 122[100 µM] | 97[100 µM] | 105[100 µM] | 94[100 µM]
7 | c1ccc2c(c1)ccn2-c1nc2ccccc2n2c1nc1ccccc12 | 99 | 77 | 121 | 93
8 | COc1ccc(/C=N/NC(=O)Cn2c(-c3ccc(S(C)(=O)=O)cc3)nc3cc(Cl)ccc32)cc1 | 21 | 31 | 66 | 43
9 | CN(C)c1ccc(/C=C2/C=C(c3ccc(-c4ccccc4)cc3)OC2=O)cc1 | . | 91 | 80 | 108
10 | O=CNCCO | 98 | 96 | 92 | 96

no. | T-47D | MDA-MB-231 | MCF7 | HS 578T
1 | 79 | 106 | 89 | 102
2 | . | . | 94 | 93
3 | 90 | 92 | 66 | .
4 | 101 | 101 | 104 | 99
5 | 87 | 87 | 93 | 93
6 | 97[100 µM] | 98[100 µM] | 97[100 µM] | 84[100 µM]
7 | . | 79 | 42 | 86
8 | . | 13 | 17 | 37
9 | 68 | 73 | 75 | 86
10 | 95 | 92 | 97 | .

Following part.
no. | SMILES | SK-MEL-2 | LOX IMVI | MALME-3M | BT-549
11 | O=C(NN(Cc1ccccc1)S(=O)(=O)c1ccccc1)c1ccccc1 | 101 | 88 | 107 | 95
12 | COc1cc(C(=O)OCCCCCCCCCCC[P+](c2ccccc2)(c2ccccc2)c2ccccc2)ccc1O | -32* | -98* | -77* | -61*
13 | C=CCn1c(SCC(=O)Nc2ccc(C(=O)/C=C/c3ccc(Cl)cc3)cc2)nnc1-c1ccc(Cl)cc1 | 100 | 90 | 93 | 83
14 | NNC(=O)c1ccc[n+](Cc2ccccc2)c1 | 109 | 93 | 104 | 109
15 | COc1cc(-c2nc(OC)c(C#N)c(N)c2C#N)cc(OC)c1OC | 101 | 95 | . | 90
16 | CCC1(CC)C(OC)NC(Br)=C(C#N)C1(C#N)C(N)=O (stereo unspecified) | 102 | 101 | 137 | 104
17 | O=C(Cn1cc(CN2C(=O)c3ccccc3S2(=O)=O)nn1)Nc1cc(Cl)c(Cl)cc1Cl | 95 | 92 | 90 | 100
18 | CCCCCOC(=O)c1ccc(NC(=O)CNCC(C)C)cc1 | 103 | 94 | 107 | 92
19 | O=C(O)c1ccc(-n2cc(CO)c(-c3cccc(C(F)(F)F)c3)n2)cc1 | 97 | 92 | 77 | 110
20 | Cc1cn2[nH]c(NN)nc2n1 | 97 | 95 | 99 | 112

no. | T-47D | MDA-MB-231 | MCF7 | HS 578T
11 | 97 | 103 | 93 | 100
12 | -43* | -69* | -41* | -13*
13 | 76 | 86 | 43 | 85
14 | 91 | 110 | 94 | 93
15 | 101 | 94 | 84 | 99
16 | 113 | 102 | 110 | 97
17 | 81 | 92 | 87 | 98
18 | 89 | 58 | 94 | 97
19 | 98 | 106 | 76 | 89
20 | 110 | 107 | 94 | 101

Continuation.
no. | SMILES | SK-MEL-2 | LOX IMVI | MALME-3M | BT-549
21 | CC(CC(C)(C)C)C(=O)O (stereo unspecified) | . | 102 | . | 109
22 | CC1=CN2C(=NC(c3ccc(Cl)c(Cl)c3)=CC2c2ccc(Cl)cc2)S1 (stereo unspecified) | 102 | 94 | 89 | 103
23 | COc1cc(C(C)O)ccc1O (stereo unspecified) | 102 | 100 | 106 | 103
24 | Cc1nc(/N=C(\N)NC(=O)Nc2ccccc2Cl)sc1C | 46 | 43 | 53 | 69
25 | Cc1ccc2[nH]c(-c3ccc(S(C)(=O)=O)cc3)c(/C=N/N=C(N)N)c2c1 | 43 | 47 | 52 | 77
26 | C1=CC2CCC1CC2c1ccccc1 (stereo unspecified) | 113 | 102 | 97 | 109
27 | CS(=O)(=O)c1ccc(/C(=N/N=C(N)N)c2ccccc2)cc1 | 105 | 103 | 105 | 107
28 | CC(O)CSCC(C)O (stereo unspecified) | 116 | 112 | 117 | .
29 | C#C[C@]1(O)CC[C@H]2[C@@H]3CC=C4c5sc(N6CCCCC6)nc5CC[C@]4(C)[C@H]3CC[C@@]21C | 104 | 103 | 101 | 116
30 | Cc1ccc(C(=O)c2ccc3nc(-c4ccc(Cl)cc4)n(C)c3c2)cc1 | 111 | 90 | 94 | 108

no. | T-47D | MDA-MB-231 | MCF7 | HS 578T
21 | 101 | 103 | 99 | 131
22 | 88 | 111 | 102 | 105
23 | 96 | 103 | 102 | 111
24 | 35 | 51 | 24 | 13
25 | 68 | 68 | 65 | 50
26 | 104 | 111 | 97 | 102
27 | 99 | 102 | 98 | 109
28 | 118 | 124 | . | 120
29 | 91 | 88 | 98 | 81
30 | 83 | 90 | 79 | 93

Going on with the list.
no. | SMILES | SK-MEL-2 | LOX IMVI | MALME-3M | BT-549
31 | O=C(NCCCl)c1cccc(Cl)c1 | 111 | 103 | 109 | 105
32 | O=C(C(=O)N1CCCC1)c1ccc(OC2OC(COCc3ccccc3)C(OCc3ccccc3)C(OCc3ccccc3)C2OCc2ccccc2)cc1 (stereo unspecified) | 129 | . | 111 | 110
33 | CCCC(C)(C)COC(=O)c1ccccc1Cl | 101 | 97 | 106 | 97
34 | C=C(/C=C/[C@@H](C)[C@H]1CC[C@H]2C3=CC[C@H]4C[C@@H](O)CC[C@]4(C)[C@H]3CC[C@]12C)C(C)C | 98 | 96 | 99 | 100
35 | C=CCSC(CC)(CC)C(N)=O | 132 | 104 | 93 | 50
36 | OC(CN1CCCCC1)c1cc(Cl)cc(Cl)c1 (stereo unspecified) | 91 | 91 | 112 | 97
37 | S=C(NNC(=S)Nc1ccccc1)Nc1ccccc1 | 100 | 105 | 134 | 110
38 | CCCCCCCCN(CCCCCCCC)CC(O)c1ccc2cc(Cl)c3ccccc3c2c1 (stereo unspecified) | 124 | 90 | 123 | 127
39 | CCCCC[n+]1ccc(SCC(=O)N2CCCc3ccccc32)c2ccccc21 | 108 | 107 | 117 | 108
40 | O=S(=O)(Oc1ccc(Br)cc1)c1ccccc1 | 94 | 100 | 105 | .

no. | T-47D | MDA-MB-231 | MCF7 | HS 578T
31 | 90 | 107 | 94 | 97
32 | 86 | 97 | 93 | .
33 | 94 | 108 | 92 | 100
34 | 100 | 98 | 97 | 104
35 | 105 | 99 | 94 | 143
36 | . | 106 | 98 | 112
37 | 109 | 118 | 120 | 127
38 | 138 | 98 | 106 | .
39 | 100 | 99 | 96 | 108
40 | 80 | 97 | 101 | 113

Continued.
no. | SMILES | SK-MEL-2 | LOX IMVI | MALME-3M | BT-549
41 | c1ccc(COc2ccc(Nc3ncnc4c3cnn4-c3ccccc3)cc2)cc1 | 115 | . | 93 | 106
42 | COC(=O)c1c(C)nc(C)c2c1C(=O)C(Br)=C(NCCN1CCOCC1)C2=O | 99 | 83 | 37 | 101
43 | Cc1nn(Cc2ccccc2)cc1C(=O)Nc1sc2c(c1C(N)=O)CCC(=O)C2 | 74 | 17 | 28 | 10
44 | O=C1C2(c3ccccc3)C(c3ccccc3)=C(c3ccccc3)C1(c1ccccc1)C1CC=CC12 (stereo unspecified) | 83 | 85 | 83 | 99
45 | CN1C(=O)OC(C)(C)C1=O | 109 | 102&102 | 109&109 | 123&108
46 | Cc1ccc(S(=O)(=O)NC(=O)CCC(=O)Nc2ccc(F)cc2)cc1 | 109 | 105 | 105 | 108
47 | COc1cc(-c2ncn(/C=C\c3nnco3)n2)cc(C(F)(F)F)c1 | -6.5* | -27* | 2.5* | -14*
48 | C[C@H]1[C@H](C)CC[C@]2(CO)CC[C@]3(C)C(=CC[C@@H]4[C@@]5(C)CCCN(C(=O)OC(C)(C)C)C(C)(C)[C@@H]5CC[C@]43C)[C@H]12 | 100 | 95 | 101 | 114
49 | ClC(Cl)c1nc(-c2ccco2)n2nc(-c3ccccc3)cc2n1 | 90 | 98 | 107 | 88
50 | Cc1ccc2cnc(N)c(C#Cc3cc(C(=O)Nc4ccc(CN5CCN(C)CC5)c(C(F)(F)F)c4)cnc3C)c2c1 | 6.2* | -71* | -75* | 16

no. | T-47D | MDA-MB-231 | MCF7 | HS 578T
41 | 100 | 101 | 101 | 109
42 | 114 | 112 | 82 | 110
43 | 10 | 25 | 14 | 29
44 | 68 | 71 | 83 | 106
45 | 121&104 | 126&109 | 115 | 111
46 | 100 | 107 | . | 105
47 | 29 | . | 8.2* | 19
48 | 80 | 88 | 79 | 93
49 | 33 | -11* | 1.4* | -2.1*
50 | 67 | -71* | -51* | -12*

More results follow:
no. | SMILES | SK-MEL-2 | LOX IMVI | MALME-3M | BT-549
51 | COc1cccc(C(=O)Nc2cccc(C#Cc3cccc4[nH]nc(N)c34)c2)c1 | . | 37 | 79 | 121
52 | COc1cc(/C=N/N=C2\C(=O)Nc3ccc(Br)cc32)ccc1F | 111 | 101 | 87 | 92
53 | CCCCCCCCCCCC(=O)NCCC[N+](C)(C)CC(=O)[O-] | 96 | 80 | 108 | 85
54 | CC(C)=CC/C=C(/C)[C@H]1CC[C@]2(C)[C@@H]1CC[C@@H]1[C@@]3(C)C/C(=C/c4ccncc4)C(=O)C(C)(C)[C@@H]3CC[C@]12C | 97 | 87 | 96 | 110
55 | O=C(NC1CCN(Cc2ccccc2)CC1)c1cc(-c2ccncc2)nc2ccc(Cl)cc12 | 44 | 15 | 57 | 35
56 | CCCCC/C=C\C/C=C\CCCCCCCC(=O)OCC | 117 | 103 | 115 | 97
57 | NC/C(=C/F)COc1ccc2nc(NC3CCC(O)CC3)oc2c1 (stereo unspecified) | 104 | 95 | 113 | 100
58 | COc1cc(C2CC(c3ccccc3)=NN2)cc(OC)c1OC (stereo unspecified) | 77 | 94 | 79 | 82
59 | O=C(N/N=C/c1ccc(O)cc1)c1ccc2nc(-c3ccc(Cl)cc3)[nH]c2c1 | 107 | 88 | 79 | 113
60 | Cn1cnc2c(NCCO)ncnc21 | 99 | 103 | 103 | 96

no. | T-47D | MDA-MB-231 | MCF7 | HS 578T
51 | 38 | 39 | 31 | 66
52 | 96 | 88 | 80 | 113
53 | 92 | 91 | 100 | 105
54 | 85 | 100 | 81 | 99
55 | 30 | 42 | 18 | 60
56 | 107 | 115 | 104 | 98
57 | 111 | 79 | 94 | 105
58 | 57 | 93 | 63 | 100
59 | 76 | 97 | 75 | 94
60 | 96 | 107 | 100 | 100

Next part.
no. | SMILES | SK-MEL-2 | LOX IMVI | MALME-3M | BT-549
61 | Clc1ccc(N/N=c2/oc3ccccc3cc2-c2cc3ccccc3[nH]2)cc1 | 108 | . | 55 | 80
62 | CC(O)CCC(C)[N+](=O)[O-] (stereo unspecified) | 109 | 100 | 106 | 106
63 | O=[N+]([O-])c1cccc(-c2nc3sccn3c2-c2ccnc(NCCCNS(=O)(=O)c3cccc4ccccc34)n2)c1 | 86 | 62 | 92 | 62
64 | O=[N+]([O-])c1ccc(N/N=C/c2ccco2)nc1 | 96 | 102 | 141 | 103
65 | Cn1cc2c(c1)-c1oncc1CC2 | 120 | 100 | 97 | 94
66 | CNC(=O)c1cc(Oc2ccc3nc(NC(=O)c4ccc(CN5CCCN(C)CC5)c(C(F)(F)F)c4)sc3c2)ccn1 | . | -82* | -70* | 83
67 | Cc1ccc(-n2cc(/C=N/NC(=O)c3ccccc3)c(-c3ccc(S(C)(=O)=O)cc3)n2)cc1 | 100 | 75 | 95 | 90
68 | N=C(N)c1ccc(-c2ccc(-c3ccc(-c4cccs4)s3)s2)cc1F | 114 | 96 | 102 | 99
69 | C=CCN(/C=C1/C(=O)O[C@H](COC)[C@@]2(C)C1=C(O)C(=O)C1=C2[C@H](OC(C)=O)C[C@]2(C)C(=O)CC[C@@H]12)CC=C | . | 20 | -1.8* | -7.7*
70 | CN1CCC(C(=O)C(=O)O)C1=O (stereo unspecified) | 106 | 99 | 118 | 108

no. | T-47D | MDA-MB-231 | MCF7 | HS 578T
61 | 40 | 67 | 53 | 103
62 | 103 | 110 | 101 | .
63 | 16 | 69 | 52 | 93
64 | 90 | 98 | 46 | 111
65 | 92 | 104 | 94 | 103
66 | 7.1* | -22* | -39* | -1.0*
67 | 73 | 83 | 86 | 96
68 | 88 | 91 | 65 | 101
69 | -11* | 42 | 12 | .
70 | 102 | 104 | 99 | 104

Profiles, quoted from the list:
Profile of Cc1cn2[nH]c(NN)nc2n1 → SK-MEL-2: 97; LOX IMVI: 95; MALME-3M: 99; BT-549: 112; T-47D: 110; MDA-MB-231: 107; MCF7: 94; HS 578T: 101
Profile of O=C(N/N=C/c1ccc(O)cc1)c1ccc2nc(-c3ccc(Cl)cc3)[nH]c2c1 → SK-MEL-2: 107; LOX IMVI: 88; MALME-3M: 79; BT-549: 113; T-47D: 76; MDA-MB-231: 97; MCF7: 75; HS 578T: 94

Additional results:
no. | SMILES | SK-MEL-2 | LOX IMVI | MALME-3M | BT-549
71 | CCOC(=O)C1=C(C(=O)c2ccccc2)C(c2cccc(OC)c2)NC(=S)N1 (stereo unspecified) | 113 | 101 | 107 | 104
72 | Cc1cccc(N)n1 | 86 | 95 | 101 | 98
73 | COc1cc(/C=C/C(=O)CC(=O)/C=C/c2cc(I)c(O)c(OC)c2)cc(I)c1O | . | 92 | 69 | .
74 | O=CNc1cc(Cl)cc(Cl)c1 | 100 | 108 | 103 | 99

no. | T-47D | MDA-MB-231 | MCF7 | HS 578T
71 | 113 | 109 | 101 | .
72 | . | . | 96 | 104
73 | 92 | 92 | 89 | 108
74 | 100 | 86 | 98 | 111
